TPT1 inhibitor: inhibitors of Candida albicans tRNA 2'-phosphotransferase TPT1; 0.81% of 300,000 active; recombinant caTPT1, FP RNA substrate dephosphorylation; inhibition, % at 5 µM;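 active = inhibition above the mean of all tested compounds plus 3 SD, set per screening campaign, cut at about 24% in these data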;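 also: plate controls were DMSO alone for no effect and ferristatin control at 100 nM for full effect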
PP5 inh: blocks human protein phosphatase 5 activity. P53041. purified PP5c, OMFP substrate fluorescence. inhibition, % at 6.7 µM. 0.18% of 320,000 active. AID 1987;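 active = inhibition above the campaign's mean inhibition across all tested compounds plus 3 SD, cut at about 9.5% in these data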;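 also: 0% = DMSO only and 100% = 100 µM cantharidin control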
Target sequence (P53041 whole entry, looked up): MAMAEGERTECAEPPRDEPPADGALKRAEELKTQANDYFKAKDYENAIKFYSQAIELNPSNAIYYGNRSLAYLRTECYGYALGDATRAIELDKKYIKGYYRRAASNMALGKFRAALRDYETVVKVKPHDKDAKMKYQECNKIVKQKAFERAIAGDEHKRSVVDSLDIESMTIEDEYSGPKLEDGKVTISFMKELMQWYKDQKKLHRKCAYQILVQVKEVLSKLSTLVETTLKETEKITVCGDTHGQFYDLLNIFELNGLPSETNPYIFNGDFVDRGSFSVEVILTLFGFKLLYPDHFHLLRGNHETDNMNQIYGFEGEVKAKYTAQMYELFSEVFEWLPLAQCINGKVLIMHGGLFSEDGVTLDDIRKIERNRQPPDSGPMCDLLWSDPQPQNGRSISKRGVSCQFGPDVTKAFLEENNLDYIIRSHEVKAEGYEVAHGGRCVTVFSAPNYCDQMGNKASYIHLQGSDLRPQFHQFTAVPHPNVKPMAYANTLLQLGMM
EBNA-1 inhibitor: blocks EBNA-1 binding to DNA. AID 1950. EBNA-1 DNA binding, fluorescence polarization. inhibition, % at 14.8 µM. 0.34% of 300,000 active; in the data active = inhibition above about 28%
ZTA DNA inh: counter-screen for EBNA-1 inhibitors: inhibitors of Epstein-Barr virus ZTA | P03206 | 0.15% of 320,000 active | inhibition, % at 11 µM | AID 2234 | ZTA-DNA binding, fluorescence polarization; in the data active = inhibition above about 33%
Target sequence (P03206 whole entry, looked up): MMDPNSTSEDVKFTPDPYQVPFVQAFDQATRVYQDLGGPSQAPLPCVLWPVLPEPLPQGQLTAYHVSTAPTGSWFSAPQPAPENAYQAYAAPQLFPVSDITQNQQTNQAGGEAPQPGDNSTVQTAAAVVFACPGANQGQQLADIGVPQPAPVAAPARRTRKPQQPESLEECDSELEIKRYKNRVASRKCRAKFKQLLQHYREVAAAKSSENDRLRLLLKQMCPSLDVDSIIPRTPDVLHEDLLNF
core dimer inh: HCV core protein dimerization inhibition. TR-FRET GST/Flag-core106 dimerization, 1536-well. inhibition, % at 5 µM. 0.33% of 300,000 active. AID 1899;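 active = inhibition above the mean of all tested compounds plus 3 SD, set per screening campaign, cut at about 45% in these data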
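Test system: GST/Flag-tagged HCV core106 proteins; Medium: KF-containing HEPES buffer, pH 7.45, DTT, CHAPS, BSA; Times: compound-protein-antibody incubation 4 h at 22.5 °C; Detection: TR-FRET 671 and 617 nm emission; Benchmarks: wells lacking GST-core106 and wells with excess unlabelled core106.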
CTSL1 counter: blocks F. hepatica cathepsin L1 in PFM18AAP counter-screen; inhibition, % at 5.96 µM; recombinant F. hepatica cathepsin L1, Z-Leu-Arg-MCA fluorescence; 0.49% of 300,000 active;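 active = inhibition above the mean of all tested compounds plus 3 SD, set per screening campaign, cut at about 17% in these data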;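 also: 0% = plate median of test compound wells and 100% = 1 µM Z-Phe-Ala-diazomethylketone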
JMJD2C inh: inhibitors of human GASC-1 (JMJD2C) demethylase | AID 2099 | Q9H3R0 | GST-JMJD2C(1-420) H3K9me3 demethylation, DELFIA europium | 0.069% of 330,000 active | inhibition, % at 2.35 µM;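 active = more than half of a compound's replicate wells show inhibition beyond 50%, single wells judged on their own value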;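 also: signal counts dimethyl H3K9 product captured on neutravidin plate; 0% = median of DMSO wells and 100% = 0.3 times that DMSO median; strong numbers were not always called active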
PP1 counter: PP1-alpha (human) inhibition in PP5 counter-screen; P62136; purified PP1alpha, OMFP fluorescence; 0.9% of 320,000 active; AID 2235; inhibition, % at 6.7 µM;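 active = inhibition above the mean inhibition of all tested compounds plus 3 SD, computed separately for each screening campaign, cut at about 15% in these data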
Target sequence (P62136 whole entry, looked up): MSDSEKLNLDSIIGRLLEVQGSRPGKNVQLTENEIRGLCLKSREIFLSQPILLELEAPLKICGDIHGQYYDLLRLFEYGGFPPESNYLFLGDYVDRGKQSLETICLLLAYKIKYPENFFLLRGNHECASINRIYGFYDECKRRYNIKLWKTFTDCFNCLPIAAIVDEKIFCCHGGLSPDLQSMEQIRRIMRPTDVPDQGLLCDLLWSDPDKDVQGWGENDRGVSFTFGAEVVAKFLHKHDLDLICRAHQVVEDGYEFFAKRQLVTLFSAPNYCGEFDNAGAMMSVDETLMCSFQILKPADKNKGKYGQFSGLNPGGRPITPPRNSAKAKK
CR mimetic SO: yeast age-related superoxide inhibition as caloric restriction mimetic; S. cerevisiae aged cells, superoxide DHE fluorescence; stronger effect = lower value; superoxide response (% of plate mean), % at 10 µM; 0.18% of 330,000 active;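 active = superoxide response under a set limit, about three screen SD below normal, cut at about 65% in these data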;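 also: yeast aged for seven days with compound at 30 °C before DHE staining; 100% = average MFI of all compound-treated wells on the plate with controls excluded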
* hit, by the source's call.

How did CC(C)(C)n1cnc2cc(NC(=O)c3ccccc3)ccc21 do in these assays?
TPT1 inhibitor: 0.2; PP5 inh: -4.2; EBNA-1 inhibitor: -10.1; ZTA DNA inh: -11.9; core dimer inh: -0.8; CTSL1 counter: 0.8; JMJD2C inh: -15.3; PP1 counter: -0.5; CR mimetic SO: 101.4

How did COC(=O)C1=C(C(=O)OC)[C@@H]2Nc3ccccc3[C@@]23C[C@@H](C(=O)OC)N(C(=O)NC2CCCCC2)C3=N1 do in these assays?
TPT1 inhibitor: -3.0; PP5 inh: -0.7; EBNA-1 inhibitor: 2.6; ZTA DNA inh: -13.4; core dimer inh: 10.5; CTSL1 counter: 1.3; JMJD2C inh: -1.0; PP1 counter: 6.2; CR mimetic SO: 98.6

Results for CN(C)C(/C=C/Nc1ccc(Br)cc1)=C(C#N)C#N ?
TPT1 inhibitor: -2.5; PP5 inh: 1.2; EBNA-1 inhibitor: 7.8; ZTA DNA inh: -7.3; core dimer inh: -6.5; CTSL1 counter: -0.2; JMJD2C inh: 26.5; PP1 counter: -1.4; CR mimetic SO: 94.0

How did O=C(NC(NCc1ccccc1)C(Cl)(Cl)Cl)c1cccnc1 (configuration not stated) do in these assays?
TPT1 inhibitor: 5.2; PP5 inh: -0.3; EBNA-1 inhibitor: -1.1; ZTA DNA inh: 14.8; core dimer inh: -2.5; CTSL1 counter: 0.3; JMJD2C inh: -8.6; PP1 counter: -2.3; CR mimetic SO: 104.1

What do the screens show for `CC(On1nnc2ccc(S(=O)(=O)N3CCOCC3)cc21)C(=O)Nc1ccccc1F` (configuration not stated)?
TPT1 inhibitor: 0.3; PP5 inh: 0.5; EBNA-1 inhibitor: -0.7; ZTA DNA inh: -1.9; core dimer inh: 4.0; CTSL1 counter: 0.2; JMJD2C inh: -3.1; PP1 counter: -8.4; CR mimetic SO: 88.3

Results for CS(=O)(=O)N(CC(=O)Nc1cccc(F)c1)Cc1ccccc1 ?
TPT1 inhibitor: -0.3; PP5 inh: 2.7; EBNA-1 inhibitor: -2.8; ZTA DNA inh: -0.5; core dimer inh: -0.6; CTSL1 counter: 2.1; JMJD2C inh: -2.1; PP1 counter: -1.2; CR mimetic SO: 83.9

How did COc1ccc(Oc2nc(-c3ccccc3)ncc2C(=O)O)cc1 do in these assays?
TPT1 inhibitor: -1.2; PP5 inh: 0.8; EBNA-1 inhibitor: 10.1; ZTA DNA inh: -0.6; core dimer inh: -0.6; CTSL1 counter: -1.8; JMJD2C inh: -13.0; PP1 counter: -2.0; CR mimetic SO: 97.2

What do the screens show for `CCOC(=O)C1CCN(S(=O)(=O)c2cc3c4c(c2)C(C)C(=O)N4CCC3)CC1` (configuration not stated)?
TPT1 inhibitor: -1.0; PP5 inh: 2.0; EBNA-1 inhibitor: -6.3; ZTA DNA inh: 4.2; core dimer inh: -3.4; CTSL1 counter: -2.1; JMJD2C inh: 30.8; PP1 counter: -1.0; CR mimetic SO: 80.1

Results for Cc1cc(C)n(Cc2ccccc2Cl)n1 ?
TPT1 inhibitor: -2.9; PP5 inh: 2.6; EBNA-1 inhibitor: -1.5; ZTA DNA inh: -14.4; core dimer inh: 1.9; CTSL1 counter: -9.1; JMJD2C inh: -2.6; PP1 counter: -3.1; CR mimetic SO: 115.9

What do the screens show for `O=C(Nc1ccc2ccccc2c1)NC1CCS(=O)(=O)C1` (configuration not stated)?
TPT1 inhibitor: -0.9; PP5 inh: 0.9; EBNA-1 inhibitor: 5.5; ZTA DNA inh: -5.7; core dimer inh: -5.5; CTSL1 counter: -0.5; JMJD2C inh: 3.7; PP1 counter: 0.8; CR mimetic SO: 76.1

What do the screens show for `COCCn1c(SC(C)C(=O)Nc2ccc3c(c2)OCCO3)nc2ccccc2c1=O` (configuration not stated)?
TPT1 inhibitor: -2.4; PP5 inh: -0.1; EBNA-1 inhibitor: 8.8; ZTA DNA inh: 15.0; core dimer inh: 8.6; CTSL1 counter: -3.7; JMJD2C inh: 3.7; PP1 counter: 0.9; CR mimetic SO: 97.3

How did CC(=O)N1CCC(c2c[nH]c3ccccc23)CC1 do in these assays?
TPT1 inhibitor: 0.5; PP5 inh: -0.5; EBNA-1 inhibitor: -3.0; ZTA DNA inh: 0.3; core dimer inh: -0.7; CTSL1 counter: -1.0; JMJD2C inh: -7.8; PP1 counter: -4.0; CR mimetic SO: 101.6

What do the screens show for `CN(c1ccccc1)c1nc(N)c([N+](=O)[O-])c(NCCO)n1`?
TPT1 inhibitor: -6.0; PP5 inh: 1.7; EBNA-1 inhibitor: -1.9; ZTA DNA inh: 6.3; core dimer inh: -4.0; CTSL1 counter: -2.3; JMJD2C inh: 1.0; PP1 counter: -2.6; CR mimetic SO: 105.0

What do the screens show for `Cc1noc(C)c1S(=O)(=O)N1CCC(C(=O)N2CCN(Cc3ccc4c(c3)OCO4)CC2)CC1`?
TPT1 inhibitor: -4.4; PP5 inh: 0.8; EBNA-1 inhibitor: 6.4; ZTA DNA inh: -18.5; core dimer inh: -4.8; CTSL1 counter: -0.8; JMJD2C inh: 0.6; PP1 counter: 1.6; CR mimetic SO: 108.9

Results for O=C(NCc1ccco1)C1CCN(S(=O)(=O)c2cccc3cccnc23)CC1 ?
TPT1 inhibitor: -0.2; PP5 inh: -1.1; EBNA-1 inhibitor: 2.1; ZTA DNA inh: 8.2; core dimer inh: 3.1; CTSL1 counter: -2.9; JMJD2C inh: -0.7; PP1 counter: -3.4; CR mimetic SO: 87.8

In the list so far, two have a Cl atom.
How did O=C(NC(NCc1ccccc1)C(Cl)(Cl)Cl)c1cccnc1 (configuration not stated) do in these assays?
TPT1 inhibitor: 5.2; PP5 inh: -0.3; EBNA-1 inhibitor: -1.1; ZTA DNA inh: 14.8; core dimer inh: -2.5; CTSL1 counter: 0.3; JMJD2C inh: -8.6; PP1 counter: -2.3; CR mimetic SO: 104.1

Results for Cc1cc(C)n(Cc2ccccc2Cl)n1 ?
TPT1 inhibitor: -2.9; PP5 inh: 2.6; EBNA-1 inhibitor: -1.5; ZTA DNA inh: -14.4; core dimer inh: 1.9; CTSL1 counter: -9.1; JMJD2C inh: -2.6; PP1 counter: -3.1; CR mimetic SO: 115.9

Carrying on:
How did O=C(Nc1ccccn1)c1cc(-c2cccc(Cl)c2)nc2ccccc12 do in these assays?
TPT1 inhibitor: 0.6; PP5 inh: 2.6; EBNA-1 inhibitor: -6.1; ZTA DNA inh: 0.3; core dimer inh: 0.8; CTSL1 counter: -1.2; JMJD2C inh: 3.5; PP1 counter: 1.1; CR mimetic SO: 103.1

Results for Cc1ccc(Nc2nnc(SCC(=O)Nc3cccc(S(=O)(=O)N4CCCCC4)c3)s2)cc1 ?
TPT1 inhibitor: 0.5; PP5 inh: 3.6; EBNA-1 inhibitor: 3.8; ZTA DNA inh: 9.2; core dimer inh: 22.4; CTSL1 counter: 1.0; JMJD2C inh: -5.3; PP1 counter: 6.0; CR mimetic SO: 96.8

Results for Oc1c(Br)cc(Br)cc1C=Nc1cccnc1 ?
TPT1 inhibitor: -0.1; PP5 inh: -2.2; EBNA-1 inhibitor: 6.7; ZTA DNA inh: 22.7; core dimer inh: -18.6; CTSL1 counter: 0.5; JMJD2C inh: 4.8; PP1 counter: -2.8; CR mimetic SO: 111.5

Results for O=C(COC(=O)/C=C/c1cccc(Cl)c1)NC1CCCC1 ?
PP5 inh: 2.4; ZTA DNA inh: -9.5; PP1 counter: -1.1; CR mimetic SO: 119.8

What do the screens show for `CC(C)(C)OC(=O)N1CCOCCOCCNCCOCCOCC1`?
TPT1 inhibitor: 0.0; PP5 inh: -0.6; EBNA-1 inhibitor: 2.9; ZTA DNA inh: 20.5; core dimer inh: -0.3; CTSL1 counter: 0.6; JMJD2C inh: 1.3; PP1 counter: 0.5; CR mimetic SO: 88.8

What do the screens show for `C/C(=N\OCC(=O)Nc1nc2ccccc2s1)c1ccccc1`?
TPT1 inhibitor: 3.5; PP5 inh: 2.1; EBNA-1 inhibitor: -1.0; ZTA DNA inh: 2.1; core dimer inh: 0.4; CTSL1 counter: -1.7; JMJD2C inh: 1.5; PP1 counter: 0.2; CR mimetic SO: 81.5

What do the screens show for `O=C(COC(=O)c1ccccc1NS(=O)(=O)c1ccc(Cl)cc1)NCc1ccccc1`?
TPT1 inhibitor: 3.5; PP5 inh: 5.7; EBNA-1 inhibitor: -1.2; ZTA DNA inh: 0.6; core dimer inh: 12.5; CTSL1 counter: 4.8; JMJD2C inh: -7.2; PP1 counter: 3.3; CR mimetic SO: 113.8

How did Cc1ccccc1-c1nnc(SCC(=O)NC2CCCC2)n1C do in these assays?
TPT1 inhibitor: 0.6; PP5 inh: -2.0; EBNA-1 inhibitor: 4.6; ZTA DNA inh: 3.0; core dimer inh: -1.1; CTSL1 counter: -5.0; JMJD2C inh: 4.9; PP1 counter: -8.6; CR mimetic SO: 96.4

What do the screens show for `Cc1ccc(C(=O)CCC(=O)CCC(=O)O)cc1`?
TPT1 inhibitor: -1.0; PP5 inh: 0.6; EBNA-1 inhibitor: 1.1; ZTA DNA inh: 5.7; core dimer inh: -7.5; CTSL1 counter: -0.7; JMJD2C inh: -4.6; PP1 counter: -2.9; CR mimetic SO: 113.9

What do the screens show for `CC(Cc1ccccn1)NC(=O)CCc1nnc(C2CCCCC2)o1` (configuration not stated)?
TPT1 inhibitor: -7.4; PP5 inh: -1.8; EBNA-1 inhibitor: -10.6; ZTA DNA inh: -19.1; core dimer inh: -0.6; CTSL1 counter: 3.0; JMJD2C inh: -17.9; PP1 counter: 8.6; CR mimetic SO: 105.8

What do the screens show for `COc1ccc(S(=O)(=O)N(CCC(=O)O)Cc2ccccc2)cc1`?
TPT1 inhibitor: -2.4; PP5 inh: 0.5; EBNA-1 inhibitor: -0.7; ZTA DNA inh: 18.7; core dimer inh: 7.2; CTSL1 counter: 0.4; JMJD2C inh: -0.7; PP1 counter: 0.5; CR mimetic SO: 91.0

Results for COc1ccccc1NC(=S)NNC(=O)c1ccncc1 ?
TPT1 inhibitor: -4.4; PP5 inh: -0.6; EBNA-1 inhibitor: 11.2; ZTA DNA inh: 11.8; core dimer inh: 6.6; CTSL1 counter: 5.7; JMJD2C inh: -3.3; PP1 counter: -1.3; CR mimetic SO: 112.9

What do the screens show for `CCc1ccc(OCCOCC(O)CN2CCN(Cc3ccc(Cl)cc3)CC2)cc1` (configuration not stated)?
TPT1 inhibitor: -0.2; PP5 inh: 1.3; EBNA-1 inhibitor: 2.1; ZTA DNA inh: -0.8; core dimer inh: -6.5; CTSL1 counter: -1.0; JMJD2C inh: 3.1; PP1 counter: 0.7; CR mimetic SO: 88.0

How did CCCNC(=O)NC1C(NC(=O)NCCC)N(C)C(=O)N1C (configuration not stated) do in these assays?
TPT1 inhibitor: -3.7; PP5 inh: -2.5; EBNA-1 inhibitor: 11.8; ZTA DNA inh: 1.1; core dimer inh: -4.4; CTSL1 counter: 0.4; JMJD2C inh: 15.9; PP1 counter: 3.5; CR mimetic SO: 97.5

How did COC(OC)C(C)NC(=O)NC(=O)c1ccccc1Cl (configuration not stated) do in these assays?
TPT1 inhibitor: -0.8; PP5 inh: -1.1; EBNA-1 inhibitor: -3.9; ZTA DNA inh: -11.5; core dimer inh: 1.8; CTSL1 counter: 0.0; JMJD2C inh: 21.4; PP1 counter: -3.4; CR mimetic SO: 101.2

How did Cc1ccc2nc(C3CCN(C(=O)c4ccco4)CC3)[nH]c2c1 do in these assays?
TPT1 inhibitor: -6.5; PP5 inh: -0.5; EBNA-1 inhibitor: -2.1; ZTA DNA inh: -7.0; core dimer inh: -3.7; CTSL1 counter: -2.9; JMJD2C inh: 1.5; PP1 counter: -0.6; CR mimetic SO: 106.2
